Pf growth 96h = P. falciparum growth inhibition at 96 hours. P. falciparum luciferase reporter growth, 96 h. 320,000 tested, 6.9% active. Potency, µM (doses to about 28.7 µM), without a hit: at the top dose activity change, negative = inhibition, most hits filed as inhibitors; further: potency means the concentration at half of the fitted maximal effect; on the % scale 0 is the no-effect control and ±100 the full control effect
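Plates of compound plus infected erythrocytes (2% hematocrit, 0.05% parasitemia final) incubate 96 hours, 37 C, 5% CO2. Detection reagent added; reduced luminescence from the parasites' luciferase reporter flags inhibition.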
TbPYK inhibitor = inhibitors of Trypanosoma brucei pyruvate kinase; 410,000 tested, 0.12% active; Q57TT1; TbPYK enzyme, Kinase-Glo Plus ATP luminescence, 45 min; Potency, µM (series often up to 76.8 µM), for the others: at the highest dose activity, negative = inhibition, most hits filed as inhibitors; AID 624173; further: potency means the concentration at half of the fitted maximal effect; on the % scale 0 is the no-effect control and ±100 the full control effect; nearly all actives have a fitted effect of over 50% in size
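Enzyme and substrate buffer are dispensed first and compound is pin-transferred. ADP at 130 uM final then starts the reaction, which runs 45 min at room temperature. Detection reagent is added for 10 min before luminescence is imaged.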
CHX counter = affects cycloheximide protein synthesis inhibition readout, counter-screen | cell reporter, cycloheximide protein synthesis inhibition counterscreen | max response, % | 300,000 tested, 12% active; in the data active means max response mostly above about 13%, no sharp cut-off; inactive means mostly below about 14%; further: read at 38.3 µM for the half of the compounds with a filed dose; 0% is about no effect
AMA1 RON2 block = disrupts binding of P. falciparum AMA1 to RON2; AlphaScreen AMA1-biotinylated RON2 peptide binding; Potency, µM (top dose mostly 58.2 µM), for inactives: at the highest dose activity change, negative = inhibition, usual class: inhibitors; 360,000 tested, 0.2% active;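 further: potency means the concentration at half of the fitted maximal effect; 0% = vehicle wells and -100% = peptide control; nearly all actives have a fitted effect of over 45% in size; some results filed as inactive show a strong effect at the top dose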
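AMA1 (3D7) with his tag at 25 nM final met compounds first, then biotinylated RON2 peptide at 25 nM; detection used donor plus acceptor beads, 10 µg/mL apiece, read by AlphaScreen after 30 min at room temperature.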
Shiga inhibitor = Shiga toxin inhibition | inhibition, % at 38.7 µM | Vero cells, Shiga toxin protein synthesis inhibition reporter | 290,000 tested, 9.2% active; in the data active means inhibition mostly above about 28%, no sharp cut-off; inactive means mostly below about 43%; further: 0% is about no effect
LmPK inhibitor = LmPK (Leishmania mexicana) enzyme inhibition; purified LmPK, Kinase-Glo ATP luminescence, 1 h; Q27686; 290,000 tested, 0.37% active; Potency, µM (series often up to 57.5 µM), inactives show at the top dose activity change, negative = inhibition, hits mostly inhibitors; further: potency means the concentration at half of the fitted maximal effect; on the % scale 0 is the no-effect control and ±100 the full control effect
Target sequence (Q27686 whole entry, looked up): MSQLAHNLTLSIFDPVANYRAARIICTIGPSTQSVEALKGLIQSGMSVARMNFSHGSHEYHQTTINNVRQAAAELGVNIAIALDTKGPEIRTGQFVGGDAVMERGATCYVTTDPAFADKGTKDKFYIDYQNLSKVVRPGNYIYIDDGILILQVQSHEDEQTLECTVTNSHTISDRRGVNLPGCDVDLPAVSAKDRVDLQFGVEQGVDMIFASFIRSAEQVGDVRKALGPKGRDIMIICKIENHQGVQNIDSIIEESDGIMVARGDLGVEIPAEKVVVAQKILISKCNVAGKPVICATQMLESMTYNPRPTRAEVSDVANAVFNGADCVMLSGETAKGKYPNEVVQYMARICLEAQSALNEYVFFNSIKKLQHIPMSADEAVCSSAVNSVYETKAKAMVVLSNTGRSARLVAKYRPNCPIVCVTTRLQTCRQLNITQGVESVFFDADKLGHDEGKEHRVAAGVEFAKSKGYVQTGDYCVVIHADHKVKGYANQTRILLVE
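Pyruvate kinase activity monitored as ATP production (luciferase luminescence). Conditions: 0.1 nM enzyme, 0.5 mM PEP, 0.1 mM ADP, 1 h, RT; normalized against uninhibited and no-enzyme wells.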
Pf growth 48h = P. falciparum growth inhibition at 48 hours (one generation); P. falciparum luciferase growth in erythrocytes, 48 h; Potency, µM (series often up to 28.7 µM), without a hit: top-dose activity change, negative = inhibition, most hits filed as inhibitors; 310,000 tested, 5.9% active; AID 504832; further: potency means the concentration at half of the fitted maximal effect; on the % scale 0 is the no-effect control and ±100 the full control effect
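A one-generation exposure of luciferase-tagged malaria parasites in RPMI 1640/Albumax erythrocyte culture, 37 C and 5% CO2. Inhibition is inferred from decreased luminescence after adding detection reagent.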
* hit, by the source's call; ? = inconclusive; . = no result given; & = joins results of further samples; [ ] = remark or other dose. Unless noted, the call rests on the fitted dose curve; in most records, active means well fitted curve in the direction sought with a large enough effect; inconclusive means small, poorly fitted or top-dose-only effect, or another doubt; inactive means no such curve, though single readings can be large; an effect the other way counts as inactive or inconclusive.

SMILES | Pf growth 96h | TbPYK inhibitor | CHX counter | AMA1 RON2 block | Shiga inhibitor | LmPK inhibitor | Pf growth 48h
COc1ccc(OC)c(CCNC(=O)CCc2nnc3ccc(N4CCOCC4)nn23)c1 | ? | 3% | 12 | 7% | -5 | -10% | -7%
c1ncn(C23CC4CC(CC(C4)C2)C3)n1 | -24% | 13% | -4 | 4% | 0 | -3% | -10%
O=C(CN1CCOCC1)Nc1ccc(C2CCCCC2)cc1 | . | 3% | 39* | 5% | 53 | -1% | 85%[activator]
COc1ccc(CNC(=O)CSc2nc3ccc(C)cc3[nH]2)cc1OC | ? | -2% | -4 | 20% | -1 | -2% | -30%
CCOCCCNC(=S)N1CCN(c2nc(-c3ccccc3)cs2)CC1 | -24% | -4% | -2 | -16% | -11 | -6% | -25%
CCN(Cc1ccccc1)C(=O)CCNS(=O)(=O)c1cc(Br)cnc1N | 37%[activator] | -9% | 6 | -4% | -4 | 6% | 13µM*
Cc1ccccc1C(=O)NNS(=O)(=O)c1cccc([N+](=O)[O-])c1 | 0% | -5% | -1 | 10% | -8 | 6% | 20%
Cc1cc2c(cc1C)[n+](C)cn2CC(O)COCc1ccccc1 (centres undefined) | ? | -3% | 3 | -8% | 19 | -1% | -11%
CCOc1ccc(NC(=O)C2CCN(S(=O)(=O)c3ccc4c(c3)CC(C)N4C(C)=O)CC2)cc1 (centres undefined) | -10% | -4% | 13 | -5% | -2 | 2% | ?
CCOC(=O)C1CCN(C(=O)c2ccc3snnc3c2)CC1 | 25% | -10% | -2 | -8% | -2 | -1% | 5%
CN(C)CCn1c2c(c(SCC(=O)N3CCc4ccccc43)nc1=O)CCCC2 | ? | -1% | . | -10% | . | . | -18%
CCN(C(=O)C(C)N1C(=O)/C(=C/c2ccco2)SC1=S)C1CCS(=O)(=O)C1 (centres undefined) | ? | ? | 10 | -23% | 2 | 12% | ?
COc1ccccc1N(CC(O)Cn1ccnc1C)S(=O)(=O)c1ccc(C)cc1 (centres undefined) | ? | 0% | -1 | 4% | -2 | 4% | -8%
Brc1ccc(-c2nnc3n2CCCCC3)cc1 | -6% | 7% | -2 | 4% | 17 | 14% | .
NC(=O)CSc1nc(-c2ccccc2)nc2c1CCCC2 | 7.4µM* | 6% | 4 | 0% | 22 | 3% | 9%
CCOC(=O)c1ccc(NC(=O)NCCN2CCCCC2)cc1 | . | -1% | 9.3* | -7% | -1 | -3% | -25%
CC(C)CCn1c(=O)c2ccccc2n2c(CCC(=O)NCC3CCCO3)nnc12 (centres undefined) | ? | -4% | -1 | -9% | 26 | -2% | ?
NC(=O)C1CCN(c2oc(-c3ccc(F)cc3)nc2S(=O)(=O)c2ccccc2)CC1 | ? | 2% | . | -8% | . | . | 10µM*
COc1ccc(OC)c(N(C(=O)c2ccco2)C(C(=O)NC2CCCC2)c2cc(OC)c(OC)c(OC)c2)c1 (centres undefined) | ? | -1% | -4 | 3% | -11 | -7% | ?
CCCc1nnc(NC(=O)C(C)N2C(=O)C3C4C=CC(C4)C3C2=O)s1 (centres undefined) | ? | 2% | -5 | -15% | 12 | -1% | 3%
CC(C)(C)NC(=O)Cn1c(SCC(=O)N2CCCCCC2)nc2ccccc21 | . | 1% | 1 | -7% | -9 | 2% | 0%
CCN(CC)P(=O)(Oc1cccc(C)c1)N(CC)CC | ? | 6% | -3 | 29% | 2 | 0% | -10%
Cc1cc(-n2[nH]c(C)c(C)c2=O)nc(-c2ccccc2O)n1 | ? | -4% | 2 | -4% | 13 | 7% | 0%
COc1ccc(COC(=O)Nc2c(SC)nsc2SC)cc1 | -26% | -19% | 3 | -9% | -5 | 0% | 12%
CCc1nc(C)cn1S(=O)(=O)c1ccc(Br)cc1 | ? | -19% | -2 | 0% | -5 | -7% | 6%
Cc1ccc(O)c(NC(=O)CSc2n[nH]c(-c3ccccc3)n2)c1 | ? | -4% | -1 | -3% | 8 | 5% | 5%
Cc1nn(C)c(C(=O)NNC(=O)Nc2cccc(C(F)(F)F)c2)c1Cl | -2% | 5% | 3 | -19% | -10 | -2% | -4%
Cc1ccc(-n2nnc3c(=O)n(Cc4ccccn4)cnc32)cc1C | 153%[activator] | -4% | 8 | 11% | 41 | 5% | 81%[activator]
CNC(=S)N/N=C/c1cn(Cc2c(F)cccc2Cl)c2ccccc12 | ? | 4% | -3 | 37%[activator] | 16 | 2% | ?
CCCN(CCC)CCNS(=O)(=O)c1ccc2c(c1)oc(=O)n2C | ? | 4% | 5 | -21% | 12 | -7% | 22%
CCC(Oc1ccc2c(c1)C(=O)CC(C)(C)O2)C(=O)NCCN1CCCCCC1 (centres undefined) | ? | -5% | -2 | -14% | -10 | 0% | -20%
O=C(NCCc1c[nH]c2ccccc12)c1ccc2c(c1)OCO2 | 299%[activator] | -3% | 54* | -1% | 108* | -2% | 177%[activator]
Cn1c(=O)[nH]c(=O)c2c1nc(NCCCO)n2CCOc1ccccc1 | -17% | 3% | -2 | 10% | 15 | -7% | 18%
CCN1CCCn2c1nc1c2c(=O)n(C)c(=O)n1C | 17% | -1% | -5 | -5% | -6 | -4% | -1%
CC(=O)OC[C@H]1COc2ccc3ccccc3c2[C@H]1N(C)C(C)=O | 69%[activator] | 0% | -7 | 8% | -13 | 6% | .
CCOc1ccc(-n2cnnn2)cc1S(=O)(=O)NCc1ccccc1 | 22% | 1% | -2 | 8% | -6 | -5% | 3%
O=C(NCc1cccnc1)c1cnc2sccn2c1=O | 19% | -10% | -1 | 5% | -3 | -1% | 31%[activator]
COc1ccccc1-c1nnc(N)s1 | -17% | -14% | 4 | -5% | -3 | 9% | 16%
C#CCOc1ccc(/C=C2/C(=O)NN(c3ccccc3)C2=O)cc1OC | ? | -6% | -3 | -3% | . | 1% | 65%[activator]
O=C(NN=C1CCCCCC1)C(=O)Nc1cccc(Br)c1 | ? | -2% | -2 | 39%[activator] | 1 | -1% | 9%
CCN=c1scc(C)n1/N=C/c1cc(Br)c(O)c(Br)c1 | ? | -9% | 20 | 21% | 32* | -2% | ?
CCn1c(O)c(/C=N/NC(=O)c2ccccc2)c(=O)[nH]c1=S | 58%[activator] | -1% | 31* | -6% | 44* | 0% | ?
CCOc1ccc2nc(N3CCC(C(=O)Nc4ccc(Br)cc4F)CC3)sc2c1 | . | -4% | 35* | . | 173* | . | .
Cc1cc(C)cc(C(=O)NC(CC(N)=O)c2ccc(N3CCN(C)CC3)c([N+](=O)[O-])c2)c1 (centres undefined) | 55%[activator] | -1% | 2 | -8% | -6 | -8% | 9%
CC(C)COc1ccc(N)cc1OCC(C)C | 24% | -4% | -5 | -12% | -8 | -2% | 4%
Cc1ccc(CCNC(=O)c2coc3nc4ccccc4nc23)cc1 | 2.6µM* | -5% | 1 | 0% | 14 | -6% | -21%
CN(C(=O)CN1C(=O)NC(C)(c2cccc(Br)c2)C1=O)C1CCCCC1 (centres undefined) | ? | 1% | . | 4%[11.6 µM] | . | . | ?
CNC(=S)NNC(=O)c1ccccc1Br | 9.3µM* | 3% | 0 | 25% | -10 | -2% | -16%
CCCC(=O)NC(=S)Nc1cccc(-c2nc3ncccc3o2)c1 | ? | -1% | 6 | 3% | -12 | 3% | 24%
COc1ccc2c(c1O)-c1c(OC)c(OC)cc3c1[C@H](C2)N(C)CC3 | 37%[activator] | 2% | . | -14% | . | . | 2%
The list goes on.
SMILES | Pf growth 96h | TbPYK inhibitor | CHX counter | AMA1 RON2 block | Shiga inhibitor | LmPK inhibitor | Pf growth 48h
COc1ccc(-c2oc3ccccc3c(=O)c2OC(=O)c2ccc(C)cc2)cc1 | ? | -7% | 3 | -8% | -14 | 9% | ?
Oc1ccccc1/C=N/Nc1ncc(Br)cn1 | -102% | 5% | 66* | 29% | 74* | -8% | 2.1µM*
CCOc1ccccc1NC(=O)c1cc(Cl)ccc1NC(=O)c1ccco1 | . | -1% | -2 | -4% | -9 | 7% | 4%
Cc1nn(Cc2cccc(F)c2)c(C)c1NC(=O)c1c([N+](=O)[O-])c(C)nn1C | . | -3% | 1 | -3% | -14 | 4% | 5%
COC(=O)CCCNC(=O)c1ccccn1 | 7% | 5% | -2 | -6% | -12 | 12% | 32%[activator]
Cc1ccc2cc(CN(CCCO)S(=O)(=O)c3cccc4nsnc34)c(=O)[nH]c2c1 | 4.1µM* | 1% | 5 | 2% | -6 | 10% | .
Nn1c(SCC(=O)NC2CCCCC2)nnc1-c1ccc(Cl)cc1 | -35% | 5% | -2 | ? | 12 | 3% | -16%
COc1ccc(S(=O)(=O)NCc2cccs2)cc1 | -15% | -1% | 5 | -5% | 6 | -9% | .
COC(=O)c1c(NC(NC(=O)CC(C)C)C(Cl)(Cl)Cl)sc2c1CCC2 (centres undefined) | 12µM* | -11% | 11 | 25% | 9 | 1% | ?
O=S(=O)(NC1Cc2ccccc2C1)c1ccccc1 | 10% | -4% | -2 | -11% | -4 | 8% | 3%

Fetched one by one from the entries so far (5):
SMILES | Pf growth 96h | TbPYK inhibitor | CHX counter | AMA1 RON2 block | Shiga inhibitor | LmPK inhibitor | Pf growth 48h
COC(=O)c1c(NC(NC(=O)CC(C)C)C(Cl)(Cl)Cl)sc2c1CCC2 (centres undefined) | 12µM* | -11% | 11 | 25% | 9 | 1% | ?
Cc1ccc2cc(CN(CCCO)S(=O)(=O)c3cccc4nsnc34)c(=O)[nH]c2c1 | 4.1µM* | 1% | 5 | 2% | -6 | 10% | .
Nn1c(SCC(=O)NC2CCCCC2)nnc1-c1ccc(Cl)cc1 | -35% | 5% | -2 | ? | 12 | 3% | -16%
COc1ccc(-c2oc3ccccc3c(=O)c2OC(=O)c2ccc(C)cc2)cc1 | ? | -7% | 3 | -8% | -14 | 9% | ?
CCOc1ccccc1NC(=O)c1cc(Cl)ccc1NC(=O)c1ccco1 | . | -1% | -2 | -4% | -9 | 7% | 4%

Remaining list, next part.
SMILES | Pf growth 96h | TbPYK inhibitor | CHX counter | AMA1 RON2 block | Shiga inhibitor | LmPK inhibitor | Pf growth 48h
CCCc1cc(=O)oc2cc(C)cc(OC(C)C(=O)NCc3cccnc3)c12 (centres undefined) | 4.7µM* | -3% | -6 | -2% | -8 | 2% | 8.3µM*
CCOc1ccc(NC(=O)NCC2CCN(Cc3ccc(F)cc3)CC2)cc1 | 2% | -4% | -3 | -14% | -1 | 1% | -10%
CCOC(=O)/C=C/C(=O)Nc1ccc(-c2nnc3n2CCCCC3)cc1 | 0.33µM* | -17% | -5 | -1% | -2 | -1% | ?
O=C(c1cccc(Br)c1)N1CCN(S(=O)(=O)N2CCCCCC2)CC1 | -6% | -13% | -3 | 0% | -8 | 0% | 1%
C#CC(=O)N(c1ccc(OC)cc1OC)C(C(=O)NC1CCCC1)c1cccs1 (centres undefined) | -35% | 6% | -2 | -19% | -5 | 4% | 3%
O=C(Nc1ccc(F)cc1F)c1cc(-c2ccc3c(c2)OCO3)on1 | 106%[activator] | 0%&0% | 2 | 4% | 52 | 0% | 85%[activator]
C=CCN1C(=O)C(CC(=O)O)SC1=Nc1ccc(C)cc1 (centres undefined) | ? | -1% | -1 | 27% | -3 | 1% | 0%
CC(/C=N/Nc1nc(N2CCCCC2)nc(N2CCCCC2)n1)=C\c1ccccc1 | -1% | -10% | 10 | 0% | -16 | 6% | 9%
CCc1cccc(NC(=O)C2CCCN(c3ncnc4c3nc3n4CCCCC3)C2)c1 (centres undefined) | ? | -2% | -1 | -7% | -8 | 1% | ?

From PubChem BioAssay
